Assay outcomes as filed in PubChem.
Tn6 DDE FP – inhibitors of Tn6 peptide binding to human fibrin DD(E); inhibition, % at 8.3 µM; 0.21% of 370,000 active; AID 720509; Fibrin DD(E) TRITC-Tn6 fluorescence polarization displacement;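 active = inhibition above a per-campaign cutoff: mean of compounds within control limits plus 3 SD, cut at about 15% in these data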;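 note: 0% = median of all compound wells on the plate and 100% = blocking peptide control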
PLCg1 inh – inhibitors of human phospholipase C gamma1; 0.84% of 370,000 active; AID 720700; inhibition, % at 12.2 µM; purified PLC-gamma1, fluorogenic substrate, fluorescence; P19174; in the data active = inhibition above about 9.5%
Target sequence (P19174 whole entry, looked up): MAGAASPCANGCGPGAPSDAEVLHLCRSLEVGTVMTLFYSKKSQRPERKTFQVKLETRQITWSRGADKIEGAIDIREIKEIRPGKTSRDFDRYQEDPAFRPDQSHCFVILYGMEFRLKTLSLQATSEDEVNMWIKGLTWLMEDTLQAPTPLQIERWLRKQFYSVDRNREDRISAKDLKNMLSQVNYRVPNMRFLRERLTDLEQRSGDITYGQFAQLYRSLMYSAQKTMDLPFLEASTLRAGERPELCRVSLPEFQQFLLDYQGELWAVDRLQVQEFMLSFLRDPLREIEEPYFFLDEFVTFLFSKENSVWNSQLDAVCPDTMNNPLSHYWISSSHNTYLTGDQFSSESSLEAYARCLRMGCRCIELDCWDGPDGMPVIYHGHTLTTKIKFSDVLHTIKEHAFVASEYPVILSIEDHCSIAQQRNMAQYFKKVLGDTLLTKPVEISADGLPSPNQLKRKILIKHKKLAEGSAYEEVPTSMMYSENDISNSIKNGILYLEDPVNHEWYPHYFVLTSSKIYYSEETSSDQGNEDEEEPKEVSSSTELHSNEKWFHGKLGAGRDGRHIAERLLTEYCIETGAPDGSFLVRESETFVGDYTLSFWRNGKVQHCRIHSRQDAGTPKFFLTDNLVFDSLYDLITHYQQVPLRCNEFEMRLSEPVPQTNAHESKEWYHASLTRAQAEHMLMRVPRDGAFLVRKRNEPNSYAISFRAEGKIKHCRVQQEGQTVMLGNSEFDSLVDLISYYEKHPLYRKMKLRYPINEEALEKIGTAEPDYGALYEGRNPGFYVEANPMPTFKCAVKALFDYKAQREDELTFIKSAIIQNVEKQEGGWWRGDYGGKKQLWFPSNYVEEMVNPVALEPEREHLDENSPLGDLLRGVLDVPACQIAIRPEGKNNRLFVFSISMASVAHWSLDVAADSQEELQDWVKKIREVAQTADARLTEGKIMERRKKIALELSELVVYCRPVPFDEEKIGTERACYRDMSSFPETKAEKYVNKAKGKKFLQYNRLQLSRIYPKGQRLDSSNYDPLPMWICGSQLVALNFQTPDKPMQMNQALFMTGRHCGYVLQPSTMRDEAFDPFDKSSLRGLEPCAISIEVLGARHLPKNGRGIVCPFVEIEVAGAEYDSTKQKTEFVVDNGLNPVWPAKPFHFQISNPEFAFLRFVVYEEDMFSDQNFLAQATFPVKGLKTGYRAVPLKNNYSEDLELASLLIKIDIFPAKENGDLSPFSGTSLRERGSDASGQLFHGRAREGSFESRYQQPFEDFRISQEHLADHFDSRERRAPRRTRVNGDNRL
ARFGAP1 inhibitor – rat ARFGAP1 inhibition. Q62848. Arfgap1-stimulated ARF1 GTP hydrolysis, GDP FP detection. inhibition, % at 16.5 µM. 0.26% of 360,000 active;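 active = inhibition above a per-plate limit, mean inhibition of low control wells plus 3 SD, cut at about 25% in these data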;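 note: 0% = DMSO wells with enzyme and 100% = wells lacking Arfgap1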
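Assay system: purified rat His6-Arfgap1 residues 1-136 (GAP domain); Reagent: human Δ17 ARF1 bound to GTP; Dosing: 16.5 µM single point, 1.26% DMSO; Times: GTP hydrolysis reaction 2 h at 25 °C; Signal: FP, GDP Alexa 633 tracer displaced from anti-GDP antibody, 620/688 nm; Measure: % inhibition from polarization.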
KLK7 zymogen act – activates the human kallikrein-7 zymogen. P49862. purified proKLK7, EDANS-DABCYL substrate fluorescence; 100% is mature enzyme control, 0% vehicle. activation, % at 7 µM. 0.9% of 370,000 active. AID 652039;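 active = activation above the mean of all tested compounds plus 3 SD, computed per campaign excluding outliers beyond control limits, cut at about 13% in these data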
PLC-beta3 inh – blocks human PLC-beta3 enzyme activity | 0.18% of 370,000 active | Purified PLC-beta3, fluorogenic substrate, fluorescence | inhibition, % at 12.2 µM; in the data active = inhibition above about 11%;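 note: 0% = median of compound wells on plate and 100% = full blocker control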
UHRF1 MBD2 ctr – blocks human UHRF1 binding to methylated DNA; inhibition, % at 4.4 µM; UHRF1 binding to methylated oligo, TR-FRET; 0.75% of 370,000 active; AID 687016; Q96T88; in the data active = inhibition above about 21%;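 note: UHRF1 SRA domain binding a hemimethylated CpG hairpin DNA probe; 0% = median of test compound wells and 100% = reference inhibitor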
ASAP1 inh – inhibitors of human ASAP1 ArfGAP activity. Q9ULH1. inhibition, % at 16.5 µM. 0.19% of 360,000 active. ASAP1-stimulated ARF1 GTP hydrolysis, GDP FP detection; in the data active = inhibition above about 25%;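 note: 0% = vehicle with enzyme and substrate and 100% = no enzyme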
MBD2 DNA inh – blocks human MBD2 binding to methylated DNA | AID 686964 | 0.31% of 370,000 active | TR-FRET, MBD2 binding to methylated oligonucleotide | inhibition, % at 4.4 µM | Q9UBB5; in the data active = inhibition above about 13%
ADAM17 inh – inhibits human ADAM17; P78536; AID 720648; inhibition, % at 6.95 µM; 0.83% of 370,000 active; recombinant ADAM17, EDANS/DABCYL FRET peptide cleavage;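 active = inhibition above the mean of compounds lying between control limits plus 3 SD, set per campaign, cut at about 8.5% in these data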;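 note: 0% = DMSO-only wells as the low control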
Tn7 DDE FP – disrupts Tn7 cyclic peptide binding to fibrin D-Dimer-E complex; P02675; FP displacement of FITC-Tn7 peptide from fibrin DD(E); 0% = median of compound wells per plate; inhibition, % at 8.3 µM; 0.13% of 370,000 active;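 active = inhibition above the mean of compounds falling within the control limits plus 3 SD of them, cut at about 14% in these data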;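 note: 0% = plate median of compound wells and 100% = 10 µM Aha-Tn7 peptide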
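Assay system: human fibrin DD(E) protein / Input: 2 µM fibrin DD(E) / Benchmarks: high control of 10 µM Aha-Tn7 peptide / Measured by: fluorescence polarization of the labelled Tn7 tracer / Medium: Tris buffer with calcium and detergent, pH 7.8 / Timing: 10 min compound pre-incubation, 3 h probe incubation at room temperature / Repeats: one replicate per compound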
The depositor's hits bear a star; / = not tested or not shown.

entry	Tn6 DDE FP	ASAP1 inh	ADAM17 inh	ARFGAP1 inhibitor	PLC-beta3 inh	KLK7 zymogen act	Tn7 DDE FP	PLCg1 inh	UHRF1 MBD2 ctr	MBD2 DNA inh	Structure
1	-3	1	-1	3	0	-0.1	9	-2	24*	14*	CC1=C(C(=O)N(C)C)CC(CC(=O)NC(c2ccccc2)c2ccccc2)C(=O)N1Cc1ccc(F)cc1 (stereo unspecified)
2	-7	19	3	2	-13	-0.4	2	-7	-1	-2	CCc1nc2ccc(C(=O)Nc3cccc(NS(C)(=O)=O)c3)cn2c1N(C)CCCc1ccccc1
3	7	-19	-2	-2	2	0.6	-7	-1	0	1	O=C(O)c1cnc(-c2ccccc2)nc1Sc1cccc(Cl)c1
4	-4	1	-5	0	-3	0.0	2	-2	0	5	C=C1C(=O)[C@]23C[C@H]1CCC2[C@@]1(C)C(C[C@@H]3O)[C@](C)(C(=O)OC)CC[C@@H]1OC(C)=O (stereo partly specified)
5	-4	0	-3	-2	-12	-0.5	-6	-10	-1	-4	COc1cc(C(=O)NC2=NCCS2)ccc1OCc1c(C)noc1C
6	-1	-10	2	8	3	-0.8	-3	7	3	-2	CC(=O)c1ccc(NC(=O)CSc2nnc(NC(=O)CN3CCOCC3)s2)cc1
7	2	1	-8	4	-7	-1.8	-7	-7	-2	1	Cc1nc2c(C)cccc2c(SC(=N)N)c1CC=C(Cl)Cl
8	1	0	-8	0	-19	-0.1	-2	-14	-1	-4	CCC(C)(C)NC(=O)CN(C(=O)c1snc(C(N)=O)c1N)c1ccc2nc(C)sc2c1
9	-1	4	1	-2	-1	-0.7	-8	3	-4	-1	COC(=O)c1ccc(/C=N/NC(=S)NCCN2CCOCC2)cc1
10	3	9	1	-3	-2	0.4	-6	-5	0	0	CCOC(=O)C1CCN(C(=O)COC(=O)c2cc(-c3cccs3)nn2-c2ccccc2)CC1
11	-3	2	-5	2	0	0.0	-6	-1	-1	-1	COC(=O)c1sccc1NC(=S)N1CCN(c2cc(C)ccc2C)CC1
12	1	-8	-9	3	-10	-0.4	4	5	4	6	Cc1ccc(S(=O)(=O)N(CC(=O)NCc2ccc(F)cc2)C(=O)N2CCN(C)CC2)cc1
13	-7	-1	1	4	-1	0.8	0	3	5	-1	COCCN(C(=O)COC(=O)CCC(=O)c1cccs1)c1c(N)n(Cc2ccccc2)c(=O)[nH]c1=O
14	1	/	-3	/	1	-0.3	-7	1	-3	-4	CC(=O)c1ccc([C@H](O)[C@H](C)C(=O)N(C)c2ccccc2)cc1
15	0	-2	1	5	-9	-0.2	4	-1	-1	0	Cc1cccc(OCC(=O)N2CCN(c3nnc(-c4ccccc4)c4ccccc34)CC2)c1
16	2	-10	-3	-3	0	0.0	0	-2	7	7	CCCN(C(=O)CSc1nc2c(cnn2-c2ccccc2)c(=O)[nH]1)C1CCS(=O)(=O)C1 (stereo unspecified)
17	4	6	-1	8	-2	0.2	-4	-1	-4	1	CCOC(=O)C1=C(COC(=O)c2ccccc2OC(F)F)NC(=O)NC1C (stereo unspecified)
18	6	-4	2	0	-3	0.4	-3	1	-4	-3	COc1ccccc1N(C)S(=O)(=O)c1ccc(C(=O)NCC(c2ccco2)N2CCCCC2)cc1 (stereo unspecified)
19	2	-7	2	7	-21	0.4	-3	-20	-1	0	COc1cccc(/C=C(/C#N)c2ccc(F)cc2)c1OCc1cccc(C(=O)O)c1
20	3	-3	-6	-5	-7	-0.3	5	-3	3	1	Cc1cccc(OCc2nnc(SCC(=O)NCC3CCCO3)n2C)c1 (stereo unspecified)
21	2	-6	-2	-6	1	-0.3	-1	3	-2	-6	Cc1ccc(NS(=O)(=O)c2ccc(OCC(=O)NCC3CCCO3)cc2)cc1 (stereo unspecified)
22	2	-7	-3	0	2	0.4	0	2	1	-1	CCc1nnc(NC(=O)C(C)Sc2ccccc2)s1 (stereo unspecified)
23	-2	-1	-5	14	-7	0.0	2	1	0	-1	COc1cc(S(=O)(=O)Nc2ccccc2C(=O)N2CCCC2)ccc1NC(C)=O
24	0	-11	-2	-9	4	0.0	1	3	2	-5	CCOC(=O)CNC(=O)c1ccccc1
25	8	2	-2	8	-4	0.5	1	2	2	6	COc1nc(OC)nc(N2CCC(NC(=O)C(Cc3cccc(OC)c3OC)NC(C)=O)CC2)n1 (stereo unspecified)
26	-1	-2	-3	-9	2	1.4	-1	2	0	-1	CCCC(c1nnnn1C(C)(C)C)N1CCN(Cc2ccccc2OC)CC1 (stereo unspecified)
27	8	-7	0	-7	-21	0.6	5	-11	-1	2	COc1ccc(C(=O)Nc2ccccc2C(=O)Nc2cccc(C)n2)cc1
28	-4	-6	-4	-2	-2	-0.3	11	-2	-1	-2	CC(=O)Nc1ccc(Nc2ncnc(N)c2[N+](=O)[O-])cc1
29	-2	5	-2	-5	1	0.2	5	-1	0	3	CC(=O)c1oc2ccccc2c1NC(=O)CN1CCCCC1
30	5	1	2	7	-11	-0.4	0	-7	-1	-3	Cc1ccc(S(=O)(=O)N2CCCN(C(=O)c3cc4ccccc4[nH]3)CC2)cc1

Part of the list above in order of SMILES length, high to low:
entry	Tn6 DDE FP	ASAP1 inh	ADAM17 inh	ARFGAP1 inhibitor	PLC-beta3 inh	KLK7 zymogen act	Tn7 DDE FP	PLCg1 inh	UHRF1 MBD2 ctr	MBD2 DNA inh	Structure
1	-3	1	-1	3	0	-0.1	9	-2	24*	14*	CC1=C(C(=O)N(C)C)CC(CC(=O)NC(c2ccccc2)c2ccccc2)C(=O)N1Cc1ccc(F)cc1 (stereo unspecified)
21	2	-6	-2	-6	1	-0.3	-1	3	-2	-6	Cc1ccc(NS(=O)(=O)c2ccc(OCC(=O)NCC3CCCO3)cc2)cc1 (stereo unspecified)
3	7	-19	-2	-2	2	0.6	-7	-1	0	1	O=C(O)c1cnc(-c2ccccc2)nc1Sc1cccc(Cl)c1

Some values from the results shown:
In UHRF1 MBD2 ctr, compound 24 has 2
In Tn6 DDE FP, compound 11 has -3
In Tn7 DDE FP, compound 19 has -3
In MBD2 DNA inh, compound 14 has -4
In PLCg1 inh, compound 29 has -1
In Tn7 DDE FP, compound 7 has -7

Following part
entry	Tn6 DDE FP	ASAP1 inh	ADAM17 inh	ARFGAP1 inhibitor	PLC-beta3 inh	KLK7 zymogen act	Tn7 DDE FP	PLCg1 inh	UHRF1 MBD2 ctr	MBD2 DNA inh	Structure
31	-3	2	-2	6	0	-0.2	-3	1	-1	0	CCCOc1ccc(N2C(=O)CC(N(Cc3ccc(OC)cc3)C(=S)Nc3ccccc3)C2=O)cc1 (stereo unspecified)
32	8	7	-1	13	-1	0.9	5	-2	1	-4	O=C(COC(=O)CCc1nc2ccccc2n1-c1ccccc1)Nc1cccc(Cl)c1
33	-10	9	9.1*	-13	6	0.8	-5	2	11	4	CC12CCC(C(=O)NC(c3ccccc3)c3ccccc3)(OC1=O)C2(C)C (stereo unspecified)
34	10	-1	-6	-4	-63	-0.3	-8	-43	-4	3	CCCCCC/C=N/Nc1nnc(Cc2ccccc2)c(=O)[nH]1
35	2	9	1	12	-5	0.2	8	1	2	1	CC(=O)Nc1ccc(NC(=O)CSc2nncn2C)cc1
36	10	2	0	-2	0	-0.1	2	2	-4	-2	CCN1CCN(c2nc(N)c([N+](=O)[O-])c(Nc3ccc(C)c(C)c3)n2)CC1
37	-2	5	-3	4	7	-0.1	-5	3	3	1	c1cc(-c2nnc(-c3ccncc3)o2)ccn1
38	4	6	-2	7	-4	0.9	6	-2	-1	-4	Cc1ccccc1NC(=O)Cn1nnc2sc3c(c2c1=O)CC(C)(C)OC3
39	-5	-14	-2	5	-16	0.0	-1	-1	-1	1	Cc1nc2sccn2c(=O)c1S(=O)(=O)N1CCN(c2cccc(C(F)(F)F)c2)CC1
40	-1	-6	-3	4	0	0.5	-6	1	-1	1	NC(=O)SC/C(=N\S(=O)(=O)c1ccccc1)Nc1ccccc1
41	7	-5	-6	-1	-46	0.6	-7	-38	-2	3	COc1ccc2c(CC(=O)Nc3nnc(C4CC4)s3)coc2c1
42	3	6	1	0	-17	-0.7	2	-5	-1	-1	Cc1cc(Cl)ccc1C(O)c1ncc(-c2ccc3ccccc3c2)[nH]1 (stereo unspecified)
43	-5	3	2	5	5	0.2	6	0	1	-9	Fc1ccccc1COc1ccccc1/C=N/Nc1nc(N2CCCC2)nc(N2CCCC2)n1
44	2	-10	-3	5	-6	0.5	-6	-3	1	2	CCOC(=O)N1CCN(C(=O)CSc2nnc3[nH]c(=O)c(C)c(C)n23)CC1
45	-5	-6	2	-7	0	-0.2	-5	-1	-6	1	O=C(O)c1cc([N+](=O)[O-])ccc1N1CCC(Cc2ccccc2)CC1
46	4	-2	5	4	1	-0.2	3	2	-4	-10	CC1CCN(C(c2cccs2)c2nnnn2Cc2ccccc2)CC1 (stereo unspecified)
47	10	-7	-4	-2	-1	0.1	5	-1	-1	1	O=C(NCc1ccc(F)cc1)c1ccncc1
48	-5	3	-3	9	-5	0.1	-2	1	0	-2	O=C(COc1ccccc1[N+](=O)[O-])N1CCN(C(=O)c2ccco2)CC1
49	-3	/	-1	/	-19	/	-1	-14	-1	-2	NC(=O)C1CCN(c2nc(-c3ccc(N)cc3)cs2)CC1
50	-4	-5	-1	-6	-4	-0.6	1	3	-1	1	CCCCN(C(=O)CSc1n[nH]c(-c2ccc(C)cc2)n1)c1c(N)n(CCCC)c(=O)[nH]c1=O
51	-3	6	-2	-1	2	0.7	3	-2	1	1	O=C1CCC(=O)N1CCc1c[nH]c2ccccc12
52	-1	4	-6	8	-10	-1.0	-5	-5	1	4	Cc1ccc(S(=O)(=O)Nc2ccc3c(c2)nc(CN2CCCC2)n3C)cc1

2 records drawn at random from the list so far, as already listed:
entry	Tn6 DDE FP	ASAP1 inh	ADAM17 inh	ARFGAP1 inhibitor	PLC-beta3 inh	KLK7 zymogen act	Tn7 DDE FP	PLCg1 inh	UHRF1 MBD2 ctr	MBD2 DNA inh	Structure
43	-5	3	2	5	5	0.2	6	0	1	-9	Fc1ccccc1COc1ccccc1/C=N/Nc1nc(N2CCCC2)nc(N2CCCC2)n1
34	10	-1	-6	-4	-63	-0.3	-8	-43	-4	3	CCCCCC/C=N/Nc1nnc(Cc2ccccc2)c(=O)[nH]1
